Lamin A splicing: LMNA splicing modulation; HeLa LMNA splicing GFP/RFP minigene ratio, 48 h; Potency, µM (highest dose often 46.1 µM), for the others: top-dose ratio change, negative = inhibition, actives largely listed as inhibitors; hit rate 0.01% among 200,000; AID 1487; active = well fitted inhibition curve with a large enough effect in the signal ratio, with a control signal flat, not every such curve was filed as active; inconclusive = small, poorly fitted or top-dose-only effect, or effect the other way, or a change in a side signal; the % refers to the signal ratio; also: % is scaled to controls: 0 for no effect and ±100 for the full control effect
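S3 HeLa cells stably expressing lamin A-EGFP splicing minigene plus DsRed2, 600 cells/well, 48 h compound exposure at 37C. Laser-scanning cytometry; analysed as GFP (500-530 nm)/RFP (575-640 nm) total intensity ratio; 0.5% DMSO vehicle.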
RECQ1 helicase: blocks DNA unwinding by human RECQ1. P46063. RECQ1 DNA unwinding, red fluorescence kinetic read. Potency, µM (highest dose often 57.3 µM), without a hit: at the highest dose activity, negative = inhibition, most hits filed as inhibitors. hit rate 0.54% among 240,000;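 also: plate controls were vehicle for no effect and no enzyme for full effect; nearly all actives have a fitted effect of over 30% in size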
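50 nM RECQ1T1 preincubated 15 min with compound in Tris pH 8.0 buffer with MgCl2, DTT, Tween-20 and 2.5 ug/ml poly(dI-dC); started with 200 nM TAMRA/BHQ-2 forked duplex and 2 mM ATP. Unwinding read as fluorescence (525/598 nm), two reads 2 h apart.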
L3MBTL1 inh: L3MBTL1 (human) inhibition. Q9Y468. AlphaScreen L3MBTL1–H3K9me1 peptide binding. Potency, µM (doses to about 57.1 µM), for inactives: at the highest dose activity, negative = inhibition, most hits filed as inhibitors. hit rate 0.66% among 230,000; also: % is scaled to controls: 0 for no effect and ±100 for the full control effect; nearly all actives have a fitted effect of over 60% in size
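First, the protein-peptide complex forms for 30 min at room temperature (L3MBTL1 50 nM, biotinylated H3K9me1 peptide 75 nM). Next, compounds are pin-transferred and incubated 30 min. Finally, AlphaScreen beads are added and read after 30 min.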
Luc counter: blocks Kinase-Glo luciferase, a counter-screen artifact; Kinase-Glo luciferase, ATP luminescence, 8 min; hit rate 0.28% among 200,000; AID 1379; Q27757; Potency, µM (doses to about 38.3 µM), for the others: top-dose activity change, negative = inhibition, usual class: inhibitors; also: % is scaled to controls: 0 for no effect and ±100 for the full control effect; nearly all actives have a fitted effect of over 60% in size
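Substrate mix (final 50 mM imidazole pH 7.2, 50 mM KCl, 7 mM MgCl2, 10 uM ATP, 0.01% Tween 20, 0.05% BSA) plus pin-tool compound, then Kinase-Glo detection mix; 8 min ambient, luminescence read.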
SMN2 splice enh: enhancers of SMN2 splice variant expression; HEK293 SMN2-luciferase splicing reporter, luminescence, 30-36 h; Potency, µM (series often up to 46.1 µM), for the others: top-dose activity change, positive = activation, most hits filed as activators; hit rate 2.8% among 210,000; AID 1458; also: % of control where 0% means no effect; nearly all actives have a fitted effect of over 55% in size
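qHTS luciferase splicing reporter: luminescence rises when SMN2 exon 7 is included in transfected HEK293 cells. Compound exposure lasted 30-36 h at 37C, with 4.5 mM final sodium butyrate as control, followed by a ONE-Glo read.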
KDM4E inh: JMJD2E (human) inhibition. B2RXH2. JMJD2E catalytic domain, FDH-coupled NADH fluorescence (FDH is formaldehyde dehydrogenase). Potency, µM (series often up to 57.1 µM), without a hit: at the highest dose activity change, negative = inhibition, actives largely listed as inhibitors. hit rate 1.6% among 230,000; active = well fitted inhibition curve with a large enough effect, not every such curve was filed as active; inconclusive = small, poorly fitted or top-dose-only effect, or another doubt; inactive = no such curve, though single readings can be large or run the other way;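 also: 0% = wells with enzyme and -100% = buffer wells without enzyme; nearly all actives have a fitted effect of over 50% in size; many of its hits are not listed in these tables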
Target sequence (B2RXH2 1-337 limits assumed): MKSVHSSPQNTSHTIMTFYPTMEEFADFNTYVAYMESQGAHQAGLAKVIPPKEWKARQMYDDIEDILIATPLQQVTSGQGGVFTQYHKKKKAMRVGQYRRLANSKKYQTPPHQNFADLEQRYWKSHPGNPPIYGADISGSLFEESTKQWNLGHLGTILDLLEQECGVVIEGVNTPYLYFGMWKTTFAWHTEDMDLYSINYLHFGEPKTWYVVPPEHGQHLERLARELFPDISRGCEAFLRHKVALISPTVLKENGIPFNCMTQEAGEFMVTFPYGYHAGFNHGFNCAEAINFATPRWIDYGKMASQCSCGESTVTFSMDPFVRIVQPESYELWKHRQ
ALDH1A1 block: blocks purified human ALDH1A1 activity; P00352; Purified ALDH1A1, NADH fluorescence, propionaldehyde substrate; Potency, µM (highest dose often 75.3 µM), without a hit: at the highest dose activity, negative = inhibition, actives largely listed as inhibitors; hit rate 7.3% among 220,000; AID 1030; active = well fitted inhibition curve with a large enough effect, not every such curve was filed as active; inconclusive = small, poorly fitted or top-dose-only effect, or another doubt; inactive = no such curve, though single readings can be large or run the other way;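 also: plate controls were no enzyme wells and a reference inhibitor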
Target sequence (P00352 whole entry, looked up): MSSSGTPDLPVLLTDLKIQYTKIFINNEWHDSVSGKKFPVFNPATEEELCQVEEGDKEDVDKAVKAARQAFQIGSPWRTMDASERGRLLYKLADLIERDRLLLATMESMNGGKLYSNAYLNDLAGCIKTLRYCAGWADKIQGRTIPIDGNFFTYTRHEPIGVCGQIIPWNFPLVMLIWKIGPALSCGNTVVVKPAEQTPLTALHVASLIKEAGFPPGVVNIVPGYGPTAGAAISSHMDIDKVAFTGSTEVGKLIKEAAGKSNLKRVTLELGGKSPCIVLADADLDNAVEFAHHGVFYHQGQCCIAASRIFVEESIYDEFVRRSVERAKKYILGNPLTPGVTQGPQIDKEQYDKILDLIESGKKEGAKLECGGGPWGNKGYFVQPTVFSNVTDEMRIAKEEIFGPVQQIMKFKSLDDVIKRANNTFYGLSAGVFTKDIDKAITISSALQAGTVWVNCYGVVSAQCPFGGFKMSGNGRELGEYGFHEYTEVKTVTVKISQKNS
Tau fibril ThT: tau fibrillization inhibition (ThT binding) | P10636 | recombinant tau K18 P301L, heparin-induced fibrillization, ThT fluorescence | Potency, µM (top dose mostly 57.4 µM), for inactives: at the highest dose activity, negative = inhibition, usual class: inhibitors | hit rate 2.1% among 270,000; also: % is scaled to controls: 0 for no effect and ±100 for the full control effect; nearly all actives have a fitted effect of over 55% in size
Target sequence (P10636 561-689 P618L limits assumed): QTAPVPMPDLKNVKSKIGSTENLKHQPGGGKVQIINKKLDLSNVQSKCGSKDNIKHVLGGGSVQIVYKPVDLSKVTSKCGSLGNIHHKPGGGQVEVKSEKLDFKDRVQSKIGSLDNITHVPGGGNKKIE
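Using a mix of unlabeled (15 uM) and Alexa 594-labeled (0.24 uM) tau K18 P301L, heparin-triggered fibrillization over 6 hr at 37 C was scored by ThT fluorescence.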
Starred values were filed as active, the others as inactive; [ ] = another dose, or the depositor's remark. Unless noted, calls follow the shape of the dose curve; as a rule, active = well fitted curve in the direction sought with a large enough effect; inconclusive = small, poorly fitted or top-dose-only effect, or another doubt; inactive = no such curve, though single readings can be large; an effect the other way counts as inactive or inconclusive. Potency is read from the fitted curve at half-maximal effect. These rows are one share of the data (hit frequency here may not be typical).

Screening CCN1C(=O)C(O)(CC(=O)c2cc(C)ccc2C)c2ccccc21 (stereo not given) returned Lamin A splicing -4.4%, RECQ1 helicase -1.7%, Luc counter -4.1%, SMN2 splice enh -16.0%, KDM4E inh 0.5%, ALDH1A1 block inconclusive and Tau fibril ThT -8.2%.
Screening COc1ccc(-n2c(C)cc(C(=O)CN3C(=O)c4ccccc4C3=O)c2C)cc1 returned Lamin A splicing -5.3%, RECQ1 helicase -3.0%, L3MBTL1 inh -17.2%, Luc counter 3.4%, SMN2 splice enh 9.6%, KDM4E inh 2.4%, ALDH1A1 block inconclusive and Tau fibril ThT -7.7%.
`O=C(c1ccncc1)N(Cc1ccco1)Cc1cc2ccccc2[nH]c1=O` gave Lamin A splicing 14.4%, RECQ1 helicase inactive, L3MBTL1 inh 1.6%, Luc counter -1.5%, SMN2 splice enh -10.3%, KDM4E inh inconclusive, ALDH1A1 block inconclusive and Tau fibril ThT 1.3%.
`Cn1ccnc1Sc1ccccc1[N+](=O)[O-]` gave RECQ1 helicase inactive, KDM4E inh -12.4%, ALDH1A1 block -4.6% and Tau fibril ThT -1.2%.
`NC(=O)C1(c2ccccc2)CCCN1C(=O)c1ccccc1Br` (stereo not given) gave RECQ1 helicase -2.9%, L3MBTL1 inh -6.5%, Luc counter -0.8%, SMN2 splice enh -6.5%, KDM4E inh 0.5%, ALDH1A1 block 12.9% and Tau fibril ThT 1.9%.
`CCN(Cc1ccccc1)S(=O)(=O)c1ccc(S(=O)(=O)N(Cc2ccccn2)Cc2ccco2)cc1` gave Lamin A splicing 8.1%, RECQ1 helicase inactive, Luc counter -3.8%, SMN2 splice enh -21.9%, KDM4E inh 0.7%, ALDH1A1 block 13.2% and Tau fibril ThT -6.5%.
Screening Cc1[nH][nH]c(=O)c1C(c1ccc(-c2ccc(Cl)cc2)o1)c1c(C)[nH][nH]c1=O returned Lamin A splicing 9.9%, RECQ1 helicase -8.0%, Luc counter -4.0%, SMN2 splice enh 20.5%, KDM4E inh inconclusive, ALDH1A1 block 22.4µM* and Tau fibril ThT 7.08µM*.
`COc1ccc(NS(=O)(=O)c2cc(-c3nnnn3C)ccc2OC)cc1` gave Lamin A splicing -1.0%, RECQ1 helicase -5.3%, L3MBTL1 inh -1.6%, Luc counter -2.7%, SMN2 splice enh -1.5%, KDM4E inh 2.8%, ALDH1A1 block 0.794µM* and Tau fibril ThT -7.0%.
Screening Cc1ccc(NC(=O)Cn2cccc2)cc1C returned Lamin A splicing 5.1%, RECQ1 helicase -2.5%, L3MBTL1 inh -8.6%, Luc counter -2.7%, SMN2 splice enh -16.2%, KDM4E inh -0.7%, ALDH1A1 block -16.6% and Tau fibril ThT 5.0%.
CN1/C(=C\C(=S)NC(=O)c2ccc([N+](=O)[O-])cc2)C(C)(C)c2ccccc21 was read as Lamin A splicing -17.0%, RECQ1 helicase inactive, L3MBTL1 inh -13.6%, Luc counter -4.3%, SMN2 splice enh 17.8%, KDM4E inh -11.2%, ALDH1A1 block 35.5µM* and Tau fibril ThT inconclusive.
Screening COc1ccc(N(CC(=O)Nc2nccs2)S(=O)(=O)c2c(C)[nH]c(=O)[nH]c2=O)cc1 returned RECQ1 helicase -9.5%, Luc counter 0.5%, SMN2 splice enh 16.0%, KDM4E inh 9.1%, ALDH1A1 block inconclusive and Tau fibril ThT -7.6%.
`CCNC(=S)N1CCN(c2ccccc2OCC)CC1` gave Lamin A splicing 1.2%, RECQ1 helicase inactive, L3MBTL1 inh -0.4%, Luc counter 5.4%, SMN2 splice enh -6.9%, KDM4E inh -5.2%, ALDH1A1 block 5.6% and Tau fibril ThT -5.5%.
Cc1cccc(NC(=S)NC2CC3CCCC(C2)N3Cc2ccco2)c1 (stereo not given) was read as RECQ1 helicase 1.1%, L3MBTL1 inh inconclusive, Luc counter -4.4%, SMN2 splice enh -9.7%, KDM4E inh 9.5%, ALDH1A1 block -1.1% and Tau fibril ThT -0.4%.
For Cc1ccc(-c2nnn(CC(=O)N(c3ccccc3)C(C(=O)NCC3CCCO3)c3cccs3)n2)o1 (stereo not given) the results were RECQ1 helicase 1.5%, Luc counter -2.5%, SMN2 splice enh 5.3%, KDM4E inh -6.2%, ALDH1A1 block -1.5% and Tau fibril ThT 1.4%.
Screening COc1ccc(C2CC(=O)N(C)c3ccccc3S2)cc1 (stereo not given) returned RECQ1 helicase -5.9%, Luc counter 1.1%, SMN2 splice enh 16.8%, KDM4E inh 3.7%, ALDH1A1 block 1.2% and Tau fibril ThT -10.1%.
Screening COC(=O)c1coc(-c2ccc(C)cc2)c1C(=O)OC returned Lamin A splicing 9.8%, RECQ1 helicase -2.8%, L3MBTL1 inh 7.2%, Luc counter -6.8%, SMN2 splice enh 12.4%, KDM4E inh -2.3%, ALDH1A1 block 22.4µM* and Tau fibril ThT -22.2%.
Cc1c(CCC(C)C)c(-n2ccnc2C)n2c(nc3ccccc32)c1C#N was read as Lamin A splicing 4.6%, RECQ1 helicase 6.2%, L3MBTL1 inh 4.8%, Luc counter -0.7%, SMN2 splice enh -0.8%, KDM4E inh inconclusive, ALDH1A1 block inconclusive and Tau fibril ThT -6.4%.
COc1ccc([N+](=O)[O-])cc1N(CC(=O)NC(C(C)C)C(C)C)S(C)(=O)=O was read as Lamin A splicing inconclusive, RECQ1 helicase -5.2%, L3MBTL1 inh -3.2%, Luc counter 0.3%, KDM4E inh 1.8%, ALDH1A1 block 17.0% and Tau fibril ThT -7.7%.
For CSc1ccccc1NC(=O)c1ccccn1 the results were Lamin A splicing 2.3%[46 µM], RECQ1 helicase -3.5%, Luc counter 0.4%, SMN2 splice enh -12.1%, KDM4E inh -0.2%, ALDH1A1 block 6.1% and Tau fibril ThT -6.3%.
For S=c1[nH]nc(-c2cc(-c3ccsc3)n[nH]2)n1-c1ccccc1 the results were RECQ1 helicase 18.1%, L3MBTL1 inh -4.6%, KDM4E inh -15.7%, ALDH1A1 block inconclusive and Tau fibril ThT 1.3%.
For CC(C)(C)C1CCC(=O)C(C2(O)C(=O)Nc3ccccc32)C1 (stereo not given) the results were Lamin A splicing 3.8%, RECQ1 helicase 7.6%, Luc counter 5.7%, SMN2 splice enh 10.4%, KDM4E inh 4.9%, ALDH1A1 block -2.0% and Tau fibril ThT -2.1%.
For CN(Cc1ccco1)c1ncnc2ccc(-c3cccc(C#N)c3)cc12 the results were Lamin A splicing 24.4%, RECQ1 helicase -13.5%, Luc counter -5.2%, SMN2 splice enh 6.9%, KDM4E inh inconclusive, ALDH1A1 block inconclusive and Tau fibril ThT inconclusive.
Screening CCOC(=O)C1=C(C)NC(=O)NC1c1ccc(OC(=O)c2ccco2)c(OC)c1 (stereo not given) returned Lamin A splicing 5.7%, RECQ1 helicase -2.6%, L3MBTL1 inh 1.7%, Luc counter -0.5%, SMN2 splice enh 6.1%, KDM4E inh -1.8%, ALDH1A1 block 0.8% and Tau fibril ThT -1.0%.
Screening CC(=O)c1cccc(NC(=O)c2ccc(NS(=O)(=O)c3c(C)noc3C)cc2)c1 returned Lamin A splicing -2.4%, RECQ1 helicase 6.8%, L3MBTL1 inh -3.6%, Luc counter -3.5%, SMN2 splice enh 12.1%, KDM4E inh 6.0%, ALDH1A1 block inconclusive and Tau fibril ThT -12.9%.
`CCn1nc(C(=O)OCC(=O)Nc2ncc(Cl)c(C)c2Cl)c2ccccc2c1=O` gave Lamin A splicing 0.2%, RECQ1 helicase -14.9%, L3MBTL1 inh -2.7%, Luc counter 2.5%, SMN2 splice enh 1.9%, KDM4E inh -1.9%, ALDH1A1 block 5.5% and Tau fibril ThT -9.6%.
`Cc1ccccc1NC(=S)NNc1ncc(C(F)(F)F)cc1Cl` gave Lamin A splicing inconclusive, RECQ1 helicase -11.9%, Luc counter 15.7%, SMN2 splice enh -32.6%[inhibitor], KDM4E inh -4.1%, ALDH1A1 block 10µM* and Tau fibril ThT -8.6%.
`COC(=O)C(C)NS(=O)(=O)c1ccc(NC(C)=O)cc1` (stereo not given) gave Lamin A splicing -4.5%, RECQ1 helicase -8.3%, L3MBTL1 inh -7.0%, Luc counter -6.0%, SMN2 splice enh 0.4%, KDM4E inh -2.7%, ALDH1A1 block 6.1% and Tau fibril ThT -11.5%.
Cc1nc(NC(=O)c2ccccc2)sc1-c1csc(N)n1 was read as Lamin A splicing inconclusive, RECQ1 helicase -8.1%, L3MBTL1 inh -7.8%, Luc counter -9.8%, SMN2 splice enh -41.3%[inhibitor], KDM4E inh -12.8%, ALDH1A1 block inconclusive and Tau fibril ThT 12.6µM*.
For Cc1ccc(NC(=O)CNC2CCS(=O)(=O)C2)cc1C (stereo not given) the results were RECQ1 helicase -3.9%, L3MBTL1 inh inconclusive, Luc counter 1.5%, SMN2 splice enh -3.9%, KDM4E inh 3.3%, ALDH1A1 block 15.8µM* and Tau fibril ThT 5.9%.
Screening O=C(NC(Nc1ccc(F)cc1)(C(F)(F)F)C(F)(F)F)c1cccnc1 returned Lamin A splicing -0.3%, RECQ1 helicase -1.5%, L3MBTL1 inh 0.7%, Luc counter 3.0%, SMN2 splice enh 2.6%, KDM4E inh 0.5%, ALDH1A1 block 3.1% and Tau fibril ThT -12.9%.
For Cc1cc(C)c(C#N)c(SCc2cn3c(C)cccc3n2)n1 the results were Lamin A splicing -16.4%, RECQ1 helicase 8.9%, L3MBTL1 inh -1.3%, Luc counter -3.4%, SMN2 splice enh -52.9%[inhibitor], KDM4E inh -2.8%, ALDH1A1 block 1.5% and Tau fibril ThT inconclusive.
For CCCn1c(N)nc2ccccc21 the results were Lamin A splicing 1.5%, RECQ1 helicase -0.2%, Luc counter 6.8%, SMN2 splice enh 1.1%, KDM4E inh 0.2%, ALDH1A1 block 9.0% and Tau fibril ThT -2.7%.
`Cn1ncc(N=Cc2ccc([N+](=O)[O-])cc2)c1C(=O)Nc1ccccc1` gave RECQ1 helicase -5.4%, KDM4E inh -22.0%, ALDH1A1 block -0.1% and Tau fibril ThT -9.0%.
